# Bioassay records (PubChem BioAssay)
# GPR55 activation – GPR55 agonists via beta-arrestin recruitment, primary screen, imaging, U2OS cells, beta-arrestin-GFP redistribution (AID 1961); U2OS GPR55 beta-arrestin-GFP redistribution imaging; higher % means a stronger effect; activation, % at 10 µM, or EC50 in µM where a hit was titrated; hit rate 0.048% among 290,000;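 active = activation above 40% with more than 50 cells counted in the well; inconclusive = wells holding fewer than 50 cells, flagged as toxic or sparse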;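 note: U2OS osteosarcoma cells stably expressing GPR55 and beta-arrestin-GFP; plate controls were DMSO negative control for no effect and LPI positive control for full effect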
# Large T inhibition – SV40 large T antigen inhibitors, biochemical (AID 1903) | SV40 large T antigen ATPase/helicase inhibition assay; higher % means a stronger effect | inhibition, % at 20 µM; hits with a dose series show IC50 in µM | hit rate 0.39% among 310,000; in the data active = a potency from the dose series; inconclusive = inhibition mostly from about 32% at the one dose, without a potency; inactive = the rest, 99 in 100 with inhibition below about 32%; note: strong numbers were not always called active
# GPR55 antagonists – inhibition of LPI-stimulated GPR55 beta-arrestin translocation – imaging, U2OS, beta-arrestin-GFP, LPI agonist, primary screen (AID 2013) | U2OS GPR55 beta-arrestin-GFP translocation imaging, LPI antagonism; higher % means a stronger effect | one-dose inhibition, % at 10 µM; IC50 in µM for titrated hits | hit rate 0.13% among 290,000;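 active = spots per cell inhibited over 60%, with over 100 cells counted and total cytoplasm intensity under 500,000; inconclusive = wells with under 100 cells, flagged as likely toxic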;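 note: U2OS cells stably carrying GPR55 and arrestin-GFP stimulated by 5 µM LPI near EC80; imaged beta-arrestin-GFP aggregate spots per cell after agonist stimulation; plate controls were LPI-stimulated DMSO wells for no effect and DMSO wells without LPI for full effect; some results filed as inactive read as strong as hits; confirmed hits need IC50 under 10 µM and bright autofluorescent wells are also inconclusive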
# MgcRacGAP inhibition – MgcRacGAP GTPase-activating activity inhibitors, confirmation, biochemical, ADP Hunter fluorescence | MgcRacGAP-stimulated Rac1 GTP hydrolysis, ADP Hunter fluorescence; higher % means a stronger effect; GST-tagged Rac1 F28L mutant substrate | one-dose inhibition, % at 30 µM; IC50 in µM for titrated hits | hit rate 0.6% among 340,000;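 active = first-screen hits whose inhibition reached a set limit at any dose in the follow-up dose series; inconclusive = inhibition above the set first-screen limit but never retested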;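 note: fluorescence reports GDP produced by GAP-driven GTP hydrolysis; strong numbers were not always called active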
# NTR1 agonist – NTR1-driven beta-arrestin-GFP spot formation – imaging, U2OS cells, high content, primary screen (AID 493036); activation, % at 20 µM; agonist mode; hit rate 0.17% among 330,000; P30989;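 active = activation at or above 40% of the spot to cytoplasm intensity ratio, with at least 20 cells analyzed; inconclusive = wells under 20 cells, flagged as cytotoxic or low count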;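 note: 0% = DMSO without peptide and 100% = 100 nM NTR1 peptide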
# Target sequence (P30989 whole entry, looked up): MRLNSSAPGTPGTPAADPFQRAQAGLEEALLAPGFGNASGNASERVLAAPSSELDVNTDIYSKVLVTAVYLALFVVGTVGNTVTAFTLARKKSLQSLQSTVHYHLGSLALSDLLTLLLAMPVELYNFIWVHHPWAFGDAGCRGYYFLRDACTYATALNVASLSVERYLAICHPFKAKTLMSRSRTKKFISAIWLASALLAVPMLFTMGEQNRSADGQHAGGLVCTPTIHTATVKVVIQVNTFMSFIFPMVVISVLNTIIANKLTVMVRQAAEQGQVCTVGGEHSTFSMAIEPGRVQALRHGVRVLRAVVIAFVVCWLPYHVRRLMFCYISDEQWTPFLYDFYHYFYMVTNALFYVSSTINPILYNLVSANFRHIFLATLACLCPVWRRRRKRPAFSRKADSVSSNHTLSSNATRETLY
# AID2073 – disruptors of CaV2.2 binding to Mint1 – biochemical, HTRF (AID 2073) | HTRF protein-protein interaction, Mint1-CaV2.2; higher % means a stronger effect | inhibition, % at 20 µM; hits with a dose series show IC50 in µM | hit rate 0.19% among 290,000; in the data active = inhibition mostly above about 51%, no sharp cut-off; inconclusive = no clear call, values can overlap the other calls; inactive = mostly below about 53%; note: some results filed as inactive read as strong as hits
# NS5 inhibitors – Dengue-2 NS5 methyltransferase inhibitors, primary screen, biochemical, confirmation dose response (AID 588689) | hit rate 0.3% among 340,000 | inhibition, % at 25 µM; hits with a dose series show IC50 in µM | Dengue-2 NS5 methyltransferase capping enzyme assay, biochemical; higher % means a stronger effect; in the data active = a potency from the dose series; inconclusive = inhibition above about 29% without an active follow-up result
# Yfh1-depleted yeast – mitochondrial function rescue without frataxin homolog – Friedreich's ataxia, plus single-dose screen, dose response (AID 1465) | hit rate 0.074% among 220,000 | one-dose fold induction at 50 µM; EC50 in µM for titrated hits | S. cerevisiae Yfh1-off respiration, WST-1 reduction, 72 h; higher fold induction means a stronger effect;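 active = fold induction of absorbance versus untreated yeast above a set limit, then at least 30% activation at any dose in follow-up; inconclusive = repeats straddling the limit, or above it without dose testing; inactive = fold induction below the set limit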;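 note: activators that raise dye reduction in frataxin-depleted yeast; strong numbers were not always called active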
# GPR35 antagonists – GPR35 antagonists blocking zaprinast-driven arrestin recruitment, primary screen, imaging, U2OS, beta-arrestin-GFP, zaprinast agonist (AID 2058); U2OS GPR35 beta-arrestin-GFP translocation imaging, zaprinast antagonism; higher % means a stronger effect; one-dose inhibition, % at 10 µM; IC50 in µM for titrated hits; hit rate 0.052% among 290,000;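 active = inhibition of at least 50% with at least 30 cells and total cytoplasm GFP at most 10,000,000; inconclusive = under 30 cells or total GFP of 10,000,000 plus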
# NTR1 agonist cell count 20 µM – further read-out of NTR1 agonist, marked with its call; cell count; measured here: cell count, cytotoxicity flag
# NS5 inhibitors pilot replicate – further read-out of NS5 inhibitors, marked with its call; inhibition, %; measured here: pilot screen replicate inhibition
# * = called active by the depositor; i = inactive; ? = inconclusive; . = not tested or not shown; & = joins results of further samples.
SMILES,GPR55 activation,Large T inhibition,GPR55 antagonists,MgcRacGAP inhibition,NTR1 agonist,NTR1 agonist cell count 20 µM,AID2073,NS5 inhibitors,Yfh1-depleted yeast,GPR35 antagonists,others
O=C(NCCN1CCCCCC1)C1CC(=O)N(CCc2ccccc2)C1 (stereo unspecified),-0.1%,9%,5%,11%,-0.5,39,-10%,0%,i,0%,
CC(C)N(C(=O)CSc1nnc(CNc2ccc(F)cc2)o1)C(C)C,-0.2%,16%,0%,8%,0.5,35,5%,-2%,i,-2%,
CCn1cc(C(=O)O)c(=O)c2cc(S(=O)(=O)N(C)C)ccc21,0.1%,7%,-4%,2%,-0.8,69,-8%,-5%,i,0%,
COC(=O)COc1ccc(NS(=O)(=O)c2cccc([N+](=O)[O-])c2)cc1,-0.1%,21%,11%,-2%,1.9,45,-8%,.,i,13%,
FC(F)(F)c1ccc2c(c1)C1C=CCC1C(c1ccncc1)N2 (stereo unspecified),0.0%,1%,7%,-4%,.,.,8%,11%,i,-12%,
ClCc1csc(N/N=C/c2cccs2)n1,0.2%,?,1%,.,0.9,64,18%,.,i,9%,
Cc1oc(-c2ccc(Cl)cc2)nc1CN1CCCC(C(=O)NCCCN2CCOCC2)C1 (stereo unspecified),-0.2%,12%,11%,12%,-0.5,94,-6%,1%,.,9%,
O=C(O)CC(c1ccc(C(F)(F)F)cc1)N1Cc2ccccc2C1=O (stereo unspecified),0.0%,0%,-4%,4%,-1.5,95,-2%,-3%,.,-6%,
C=CCOc1cccc(C2C(C(=O)c3cccs3)=C(O)C(=O)N2Cc2cccnc2)c1 (stereo unspecified),-0.1%,2%,13%,0%,-1.4,66,6%,-1%,i,2%,
O=C(O)c1ccccc1C1=Nc2ccc(O)cc2Oc2cc(O)ccc21,1.0%,11%,4%,4%,1.3,48,9%,?,i,14%,
COC(=O)c1c(CSc2cccc(C)c2)noc1C(=O)NCc1ccco1,-0.1%,7%,8%,2%,-1.8,92,2%,-16%,i,3%,
CC(=O)c1ccc(NC(=O)c2cc(Cl)nc3ccccc23)cc1,-0.7%,5%,8%,3%,1.2,79,35%,-7%,i,-2%,
CCN(CC)S(=O)(=O)c1ccc(/C=C/C(=O)OCC(=O)N(C)C)cc1,0.1%,1%,8%,-1%,-0.8,53,1%,6%,i,-5%,
Cc1ccc(-n2c(=O)[nH]cc(C(=O)Nc3ccc4c(c3)OCCO4)c2=O)cc1C,0.6%,4%,16%,8%,1.1,48,3%,-3%,i,-12%,
CN1C(=O)C2(c3ccccc31)N(C)CC(c1ccccc1)C21SC(=S)N(Cc2ccco2)C1=O (stereo unspecified),-0.2%,8%,-9%,4%,1.1,70,-1%,2%,i,9%,
O=C(NCc1ccccc1)c1cc(-c2ccco2)on1,-0.1%,-1%,4%,4%,-1.4,81,-2%,0%,i,5%,
Cc1cc(N2CCOCC2)nc2ccc(NC(=S)NCCC(C)C)cc12,0.0%,4%,2%,12%,6.7,36,2%,1%,.,1%,
C=CCn1c(O)c(N=NC(=O)CNC(=O)c2ccco2)c2ccccc21,0.1%,4%,-16%,6%,2.1,92,8%,-2%,i,-1%,
CCOc1ccccc1OCC(=O)Nc1cc2c(cc1C(=O)O)OCCCO2,0.1%,6%,11%,8%,0.1,39,-8%,3%,.,12%,
CC(=O)Nc1ccc2nc(NC(=O)CCc3ccccc3)sc2c1,0.6%,-2%,8%,6%,0.1,48,1%,-2%,i,-15%,

# Random excerpt: two records from the list
SMILES,GPR55 activation,Large T inhibition,GPR55 antagonists,MgcRacGAP inhibition,NTR1 agonist,NTR1 agonist cell count 20 µM,AID2073,NS5 inhibitors,Yfh1-depleted yeast,GPR35 antagonists,others
O=C(NCCN1CCCCCC1)C1CC(=O)N(CCc2ccccc2)C1 (stereo unspecified),-0.1%,9%,5%,11%,-0.5,39,-10%,0%,i,0%,
C=CCn1c(O)c(N=NC(=O)CNC(=O)c2ccco2)c2ccccc21,0.1%,4%,-16%,6%,2.1,92,8%,-2%,i,-1%,

# The list goes on:
SMILES,GPR55 activation,Large T inhibition,GPR55 antagonists,MgcRacGAP inhibition,NTR1 agonist,NTR1 agonist cell count 20 µM,AID2073,NS5 inhibitors,Yfh1-depleted yeast,GPR35 antagonists,others
CC(C)CN1CCC(=O)N(CCSc2ccc(Br)cc2)CC1,-0.1%,3%,1%,-2%,15,60,13%,-3%,i,3%,
O=[N+]([O-])c1ccc(/C=N/N/C(=N/c2ccccn2)c2ccccn2)cc1,0.2%,-1%,5%,-3%,1.3,52,-36%,-3%,i,4%,
CSc1nnc(-c2sc3cc(C(F)(F)F)cnc3c2-c2ccccc2)n1C,-0.1%,-3%,-1%,1%,2.0,60,-1%,-13%,i,10%,
Cn1cc(CN2CCN(Cc3ccccc3)CC2)c(-c2cccc(Cl)c2)n1,0.3%,11%,7%,10%,-0.9,65,-1%,-2%,i,-8%,
Cc1ccc(/C=N/Nc2ccc(Cl)c(C(=O)O)c2)s1,-0.2%,22%,5%,80µM*,0.1,77,-6%,7%,i,20%,
CCn1c(=O)n(CC)c2cc(N3CCCC3)c(NC(=O)c3cc(Br)ccc3OC)cc21,-0.2%,19%,11%,.,16,77,6%,.,.,-28%,
CCOC(=O)c1c(N2C(=O)Nc3ccccc3N2O)n[nH]c1-c1cccc(Cl)c1,0.0%,15%,-14%,-1%,0.4,90,-1%,.,i,-4%,
COc1ccc(CNC(=O)c2ccc3c(=O)n(-c4ccccc4)c(=O)[nH]c3c2)cc1,-0.1%,13%,-14%,5%,0.6,51,3%,-5%,.,11%,
Cc1ccc(C)c(OCc2n[nH]c(=S)o2)c1,0.8%,11%,11%,-4%,3.4,42,-6%,-2%,i,8%,
Cc1ccc(C(C)C)c(OCC(=O)NC2CCN(C)CC2)c1,0.0%,17%,10%,10%,-1.5,33,-2%,12%,.,-13%,
COc1ccc(CC(=O)Nc2cc(C)c3c(=O)oc4ccccc4c3n2)cc1,-0.1%,.,12%,1%,7.8,63,9%,3%,i,-6%,
O=C(NCCO)C1(c2ccc(Cl)cc2)CCCC1,0.0%,8%,8%,-4%,-0.5,90,-10%,-2%,i,7%,NS5 inhibitors pilot replicate=-2.1
O=C1CCCC2=C1C(c1ccccc1)C1=C(CCCC1=O)O2,-0.3%,.,8%,.,.,.,28%,.,.,13%,
O=C(O)c1ccc(N/N=C/c2ccc3nccnc3c2)cc1,-0.1%,10%,-1%,9%,0.2,61,-1%,-5%,i,19%,
COC(=O)c1ccc(OC)c(NS(=O)(=O)c2ccc(-n3cnnn3)cc2)c1,?,2%,4%,-1%,-1.2,35,7%,-2%,.,3%,
CCN(CCCNC(=O)C1CCCN(S(=O)(=O)c2cnc[nH]2)C1)c1ccccc1 (stereo unspecified),-0.3%,24%,10%,9%,2.0,60,9%,0%,i,4%,
O=C(NN=C1CCCC1)c1n[nH]c2c1CCCC2,-0.1%,-4%,0%,-4%,0.0,91,10%,-6%,i,9%,
Cc1ccc(NC(=O)COn2nnc3ccc(S(=O)(=O)N(C)C)cc32)cc1F,-0.2%,8%,12%,-16%,-0.4,44,1%,6%,i,-8%,
COc1cc(NC(=O)c2ccc(C)c([N+](=O)[O-])c2)ccc1NC(=O)c1ccco1,0.0%,4%,-5%,.,3.9,56,16%,.,i,11%,
Cc1ccc(C(=O)NS(=O)(=O)c2ccccc2)cc1,0.2%,23%,-12%,-7%,0.7,51,-3%,.,i,24%,
COc1cc(OC)cc(-c2nc3ccccc3c(=O)n2OC(=O)c2ccc(C)c(C)c2)c1,-0.3%,0%,16%,2%,1.5,76,2%,2%,i,2%,
O=c1[nH]c2cc3c(cc2cc1CN(Cc1ccco1)C(=S)NCC1CCCO1)OCCO3 (stereo unspecified),-0.1%,8%,1%,8%,2.2,38,1%,-2%,i,-2%,
Cn1c(C(=O)NC2CCCC2)cc2c(=O)n(C)c3ccccc3c21,-0.2%,-4%,0%,5%,.,.,6%,-1%,i,3%,
CN(CC(=O)Nc1ccc(N2CCOCC2)cc1)CC(=O)Nc1ccc([N+](=O)[O-])cc1Br,0.1%,11%,4%,15%,-0.4,80,8%,-11%,i,-7%,
C=C1[C@@H](C)C2[C@H](Cc3ccccc3)NC(=O)[C@]23OC(=O)CC[C@H](O)CCC[C@H](C)C/C=C/[C@H]3[C@@H]1O (stereo partly specified),1.3%,.,8%,.,.,.,2%,.,i,3%,
Cc1cc(Cl)ccc1OC(C)C(=O)Nc1cnn(CCCC(=O)O)c1 (stereo unspecified),-0.4%,8%,10%,7%,-1.0,63,6%,-4%,.,-12%,
CC(C)n1nnnc1SCC(=O)NCc1ccc2c(c1)OCO2,0.5%,10%,27%,12%,1.0,59,20%,8%,i,14%,
CCOc1ccc2oc(C(=O)Nc3cc(C)ccn3)c(C)c2c1,.,24%,.,3%,4.9,40,.,7%,.,.,
COc1ccc2c(c1)C(=O)N1[C@H]3c4cc(OC)ccc4OC[C@@H]3[C@H](c3ccccc3)[C@]1(C)C(=O)N2,.,14%,.,-2%,-4.7,97,.,-3%,.,.,
COC(=O)/C=C/c1ccc2c(c1)S(=O)(=O)N(c1cccc(OC)c1)[C@H]2CC(=O)OC,.,2%,.,3%,0.5,75,.,1%,i,.,
CCSc1nnc(NC(=O)c2cnccn2)s1,-0.2%,.,2%,.,0.9,53,-3%,.,i,-8%,
COC(=O)c1ccc(OC)c(OC2CCCC2)c1,0.5%,5%,-7%,-14%,0.3,40,1%,-2%,i,-3%,
CCn1c(COc2cccc(C)c2C)nnc1SCC(=O)N1CCN(c2ccc(OC)cc2)CC1,-0.2%,7%,-6%,6%,2.6,68,8%,-2%,i,-1%,
COc1ccc(NC2=C3CCCC=C3N(c3ccc(OC)cc3)C2=O)cc1,-0.3%,8%,5%,3%,2.9,76,-12%,17%,i,-8%,
CCCN(CCC)C(=O)c1ccc2c(c1)N(CC)C(=O)c1ccccc1S2(=O)=O,-0.1%,2%,10%,2%,0.6,83,13%,4%,.,-1%,
C=CCSc1nnc(-c2c[nH]c3ccccc23)n1CC,0.3%,2%,17%,-5%,.,.,4%,-1%,i,12%,
O=C(O)C1CC=CCC1C(=O)NC12CC3CC(CC(C3)C1)C2 (stereo unspecified),-0.1%,-7%,-8%,8%,0.1,85,0%,-4%,i,10%,
Cc1ncsc1CCOC(=O)c1cccc([N+](=O)[O-])c1,0.2%,5%&12%,-1%,8%&-1%,2.6&1.8,46&57,0%,-4%&-13%,i,-14%,
